# BLM inh: blocks DNA unwinding by human BLM helicase. recombinant BLM DNA unwinding, fluorescence dequenching. AID 2528. P54132. Potency, µM (doses to about 56.1 µM), without a hit: at the top dose activity change, negative = inhibition, actives largely listed as inhibitors. actives 0.2% (n = 350,000);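 further: potency means the concentration at half of the fitted maximal effect; plate controls were vehicle for no effect and no enzyme for full effect; nearly all actives have a fitted effect of over 35% in size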
# APE1 inh: inhibitors of human APE1 endonuclease. P27695. recombinant APE1, TAMRA/BHQ-2 abasic DNA cleavage fluorescence. Potency, µM (highest dose often 65.8 µM), without a hit: at the highest dose activity change, negative = inhibition, most hits filed as inhibitors. actives 0.35% (n = 350,000);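 further: potency means the concentration at half of the fitted maximal effect; plate controls were vehicle for no effect and reference inhibitor for full effect; nearly all actives have a fitted effect of over 55% in size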
#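 0.75 nM APE1 + cpd, 15 min RT; start w/ 50 nM TAMRA/BHQ-2 THF-abasic dsDNA; kinetic fluor 525/598 nm ×3 reads @60 s; Δ(read3−read1); normalized to DMSO and NSC13755 control wells.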
# POLH inh: blocks human DNA polymerase eta activity; Q9Y253; Potency, µM (doses to about 114 µM), without a hit: at the highest dose activity change, negative = inhibition, usual class: inhibitors; actives 1.2% (n = 390,000); AID 588591; recombinant Pol eta, fluorescent DNA replication assay; further: potency means the concentration at half of the fitted maximal effect; on the % scale 0 is the no-effect control and ±100 the full control effect
# Target sequence (Q9Y253 whole entry, looked up): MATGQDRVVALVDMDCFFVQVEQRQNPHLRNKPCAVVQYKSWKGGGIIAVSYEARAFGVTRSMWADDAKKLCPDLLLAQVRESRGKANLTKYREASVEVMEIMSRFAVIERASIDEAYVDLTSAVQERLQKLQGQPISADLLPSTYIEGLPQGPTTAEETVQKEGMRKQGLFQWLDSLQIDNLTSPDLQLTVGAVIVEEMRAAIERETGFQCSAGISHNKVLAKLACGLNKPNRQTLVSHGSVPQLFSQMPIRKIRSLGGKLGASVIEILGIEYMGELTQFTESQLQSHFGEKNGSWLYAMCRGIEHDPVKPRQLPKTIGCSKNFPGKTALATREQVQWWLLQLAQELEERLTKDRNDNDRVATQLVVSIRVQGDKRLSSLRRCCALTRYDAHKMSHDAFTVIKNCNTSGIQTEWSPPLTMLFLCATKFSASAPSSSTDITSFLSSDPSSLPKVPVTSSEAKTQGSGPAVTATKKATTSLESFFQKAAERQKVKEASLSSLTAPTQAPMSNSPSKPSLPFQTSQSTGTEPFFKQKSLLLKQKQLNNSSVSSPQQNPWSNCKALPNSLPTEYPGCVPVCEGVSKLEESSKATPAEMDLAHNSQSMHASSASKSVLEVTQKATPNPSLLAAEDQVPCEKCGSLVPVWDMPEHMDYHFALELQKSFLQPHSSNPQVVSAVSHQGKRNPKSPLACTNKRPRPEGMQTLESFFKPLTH
#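 Fluorescent replication assay: 50 nM final substrate added after a 15 min room-temperature compound preincubation with 10 nM enzyme. Signal taken at 0 min and again at 10 min.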
# POLI inh: inhibitors of human DNA polymerase iota; Pol iota fluorescent replication assay, 10 min; actives 1% (n = 390,000); Q9UNA4; Potency, µM (titrated, usually from 115 µM), for the others: top-dose activity, negative = inhibition, usual class: inhibitors; AID 588590; further: potency means the concentration at half of the fitted maximal effect
#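 Fluorescent replication assay read twice, at 0 min and 10 min after adding 50 nM (final) substrate. Enzyme (10 nM) and compounds were first incubated 15 min at room temperature; enzyme-free buffer wells were negative controls.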
# Anesthetic bind: binds horse apoferritin like a general anesthetic; AID 485281; P02791; actives 0.074% (n = 350,000); apoferritin/1-aminoanthracene competitive binding, fluorescence; Potency, µM (doses to about 77.5 µM), inactives show at the highest dose activity change, negative = displacement, most hits filed as inhibitors; further: potency means the concentration at half of the fitted maximal effect; on the % scale 0 is the no-effect control and ±100 the full control effect; nearly all actives have a fitted effect of over 20% in size
# Target sequence (P02791 2-175 limits assumed): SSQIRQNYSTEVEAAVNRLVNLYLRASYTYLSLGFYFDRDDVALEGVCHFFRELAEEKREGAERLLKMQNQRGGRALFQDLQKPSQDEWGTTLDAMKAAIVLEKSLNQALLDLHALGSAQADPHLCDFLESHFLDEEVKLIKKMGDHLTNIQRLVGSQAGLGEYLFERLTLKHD
#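 Probe: 1-aminoanthracene (50% saturated, PBS). Protein: horse-spleen apoferritin, 10 uM. Incubation: 10 min, room temperature. Detection: 380 nm excitation, 535 nm emission. Analysis: normalized response, four-parameter Hill.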
# PGK inhibitor: blocks T. brucei phosphoglycerate kinase | PGK/GAPDH coupled, Kinase-Glo luminescence, 60 min | Potency, µM (top dose mostly 57.5 µM), without a hit: at the top dose activity change, negative = inhibition, usual class: inhibitors | P07378 | actives 0.043% (n = 380,000); further: potency means the concentration at half of the fitted maximal effect; on the % scale 0 is the no-effect control and ±100 the full control effect; nearly all actives have a fitted effect of over 60% in size
#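 Luminescent ATP detection (Kinase-Glo Plus) follows a 60-minute room-temperature incubation, with wells lacking PGK as controls. Buffer: 100 mM TEA (pH 7.6), 5 mM MgCl2, 0.01% Tween-20. Coupling enzyme GAPDH (100 nM final) supplies unstable 1,3-BPG in-well.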
# RXFP1 antag: antagonists of human relaxin receptor RXFP1. Q9HBX9. HEK293-RXFP1, relaxin-stimulated cAMP HTRF, 30 min; hits give low values. activity change, negative = inhibition, % at 57.5 µM. actives 0.59% (n = 350,000). AID 1259400;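 active means activity change of -60% or lower, but not beyond a set lower limit; inconclusive means change between -60% and -40%, or beyond the set limit; inactive means change above -40%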; further: on the % scale 0 is the no-effect control and ±100 the full control effect
# POLK inh: DNA polymerase kappa (human) inhibition | Q9UBT6 | purified Pol kappa, fluorescent DNA synthesis assay, 10 min | Potency, µM (titrated, usually from 107 µM), for inactives: at the highest dose activity, negative = inhibition, most hits filed as inhibitors | actives 0.53% (n = 400,000) | AID 588579; further: potency means the concentration at half of the fitted maximal effect; on the % scale 0 is the no-effect control and ±100 the full control effect
#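 Kinetic fluorescence screen: compound preincubated 15 min RT with 10 nM enzyme; 50 nM substrate (final) initiates; reads at 0/10 min.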
# POLB inh: DNA polymerase beta (human) inhibition; P06746; Pol beta primer extension/strand displacement, fluorescence kinetic; Potency, µM (titrated, usually from 114 µM), without a hit: at the highest dose activity change, negative = inhibition, usual class: inhibitors; actives 1.3% (n = 340,000); further: potency means the concentration at half of the fitted maximal effect; on the % scale 0 is the no-effect control and ±100 the full control effect
#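 10 nM enzyme + cpd, 15 min RT; start with substrate 50 nM final; read 0 min and after 10 min RT. Corrected, normalized data; 4-parameter Hill curve fit.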
# An asterisk follows results filed as active; i = inactive; ? = inconclusive; . = no result given; & = joins results of further samples; [ ] = remark or other dose. Unless noted, the call rests on the fitted dose curve; in most records, active means well fitted curve in the direction sought with a large enough effect; inconclusive means small, poorly fitted or top-dose-only effect, or another doubt; inactive means no such curve, though single readings can be large; an effect the other way counts as inactive or inconclusive. A portion of the library, so the mix of outcomes need not match the whole.
# Short forms – A = BLM inh; B = APE1 inh; C = POLH inh; D = POLI inh; E = Anesthetic bind; F = PGK inhibitor; G = RXFP1 antag; H = POLK inh; I = POLB inh
CC(C)CCn1c(CN2CC(C)OC(C)C2)nc2c1c(=O)n(C)c(=O)n2C (stereo not given)
  A = -4%; B = -15%; C = -25%; D = 39%[activator]; E = -9%; F = 6%; G = 2; H = 7%; I = 1%

O=C(NNC(=O)C1CCN(S(=O)(=O)c2ccc(Cl)cc2)CC1)c1ccncc1
  A = 1%; B = 2%; C = 1%; D = 4%; E = -4%; F = -7%; G = 6; H = -5%; I = 4%

Cc1ccc(OCC(=O)Nc2cc(S(=O)(=O)N3CCOCC3)ccc2Cl)c([N+](=O)[O-])n1
  A = 0%; B = 4%; C = -15%; D = 70%[activator]; E = -12%; F = i; G = 4; H = -10%; I = -9%

O=C1CCCc2[nH]c(-c3ccccc3)nc21
  A = -2%; B = 1%; C = -13%; D = 0%; E = 0%; F = i; G = -6; H = 3%; I = 7%

CCOC(=O)c1ccccc1NC(=O)CSc1nc(N)cc(N)n1
  A = 3%; B = ?; C = -14%; D = 5%; E = 0%; F = i; G = -7; H = 0%; I = -7%

COc1cc(OC)c(S(=O)(=O)NC(C)C)cc1S(=O)(=O)NC(C)C
  A = 3%; B = 14%; C = 6%; D = 48%[activator]; E = 2%; F = 7%; G = 7; H = 1%; I = 8%

Cc1noc(C)c1COc1ccccc1C(=O)N1CCN(S(=O)(=O)c2cccc(Cl)c2)CC1
  A = .; B = 8%; C = -2%; D = 10%; E = .; F = i; G = -3; H = -13%; I = .

Cc1cccc(NC(=O)c2cc3ccccc3o2)c1
  A = -12%; B = -4%; C = 1%; D = 6%[58.9 µM]; E = -5%; F = -4%; G = 19; H = -18%; I = -18%

COc1ccc(-c2nnn(CC(=O)NCc3ccc4c(c3)OCO4)n2)cc1OC
  A = 0%; B = 3%; C = -17%; D = -15%; E = -10%; F = -2%; G = -8; H = 12%; I = 9%

CC(C)C(c1nnnn1C(C)(C)C)N1CCOCC1 (stereo not given)
  A = -3%; B = 0%; C = 8%; D = ?; E = 2%; F = -10%; G = 3; H = -6%; I = -2%

COc1ccc(CN2CCNC(=O)C2CC(=O)O)cc1OC (stereo not given)
  A = 5%; B = 13%; C = -12%; D = 17%; E = 13%; F = -12%; G = .; H = 4%; I = 19%

COc1ccc(-c2[nH]ncc2N=Nc2cc(C)cc(C)c2)cc1
  A = -10%; B = -4%; C = -10%; D = 102%[activator]; E = ?; F = 9%; G = 3; H = -5%; I = -25%

O=C(O)c1cc(-c2cccs2)nc2ccc(F)cc12
  A = 3%; B = 6%; C = -8%; D = 17%; E = 0%; F = i; G = 0; H = -3%; I = 5%

COc1cccc(NC(=O)C(=O)N/N=C/c2ccc3c(c2)OCO3)c1
  A = -6%; B = 19%; C = -3%; D = 11%; E = -6%; F = -5%; G = -9; H = 0%; I = 30%

NC1=NC(c2cccc(Cl)c2)n2c(nc3ccccc32)N1 (stereo not given)
  A = 1%; B = .; C = -20%; D = 23%; E = ?; F = 1%; G = -6; H = 9%; I = 1%

Cc1nn(CC(=O)NCC(C)c2ccccc2)c(=O)c2cc(-c3ccccc3)nn12 (stereo not given)
  A = 0%; B = 46%; C = 3%; D = 46%[activator]; E = -7%; F = -3%; G = 4; H = -20%; I = 3%

COc1ccc(NC(=S)NC(=O)/C=C/c2cccs2)cc1
  A = -4%; B = -1%; C = -14%; D = 23%; E = -22%; F = i; G = -16; H = -12%; I = 53%

Cc1nn(C)c(C)c1S(=O)(=O)N(CC(=O)N1CCN(c2ccccc2)CC1)c1ccc(C(C)C)cc1
  A = -3%; B = .; C = -2%; D = -12%; E = -6%; F = i; G = -10; H = -8%; I = 30%

COc1ccc(Cl)cc1NC(=O)CN(C)S(=O)(=O)c1ccc(Br)s1
  A = -5%; B = .; C = -15%; D = 0%; E = 5%; F = 2%; G = 2; H = 0%; I = 2%

CC(NC(=O)/C(=C/c1ccc2c(c1)OCO2)NC(=O)c1cccc([N+](=O)[O-])c1)C(=O)O (stereo not given)
  A = -4%; B = 16%; C = 6%; D = 24%; E = -1%; F = 0%; G = 5; H = -16%; I = 15%

O=C(NCc1ccccc1)c1c(Cl)nc(Cl)c(Cl)c1Cl
  A = -6%; B = -4%; C = -16%; D = 33%[activator]; E = -4%; F = -1%; G = -25; H = -4%; I = -2%

O=C(NCCCN1CCOCC1)c1ccc(-n2nc(C(F)(F)F)cc2-c2cccs2)cc1
  A = 1%; B = -3%; C = ?; D = 3%; E = -20%; F = -3%; G = -5; H = -5%; I = 0%

Cc1c([N+](=O)[O-])ccc(S(=O)(=O)N2CCC(C(N)=O)CC2)c1C
  A = 1%; B = -4%; C = -11%; D = 6%; E = 0%; F = -2%; G = 12; H = -14%; I = 5%

O=c1c2ccccc2nc2n1CCCS2
  A = 3%; B = -10%; C = -8%; D = 44%[activator]; E = -9%; F = -7%; G = -3; H = -3%[60.1 µM]; I = -2%

CCOC(=O)c1cc(-c2ccccc2)n(CC(=O)Nc2cccc(OC)c2)c1C
  A = -2%; B = -2%; C = -17%; D = 8%; E = -5%; F = i; G = -11; H = -4%; I = 5%

# Next section, overlapping the part above by 2 compounds.
# Short forms – A = BLM inh; B = APE1 inh; C = POLH inh; D = POLI inh; E = Anesthetic bind; F = PGK inhibitor; G = RXFP1 antag; H = POLK inh; I = POLB inh
O=c1c2ccccc2nc2n1CCCS2
  A = 3%; B = -10%; C = -8%; D = 44%[activator]; E = -9%; F = -7%; G = -3; H = -3%[60.1 µM]; I = -2%

CCOC(=O)c1cc(-c2ccccc2)n(CC(=O)Nc2cccc(OC)c2)c1C
  A = -2%; B = -2%; C = -17%; D = 8%; E = -5%; F = i; G = -11; H = -4%; I = 5%

O=c1c(-c2c(O)cc(O)c3c2O[C@H](c2ccc(O)cc2)CC3)c(-c2ccc(O)cc2)oc2cc(O)cc(O)c12
  A = .; B = 39%; C = ?; D = ?; E = .; F = -6%; G = .; H = -26%; I = .

C/C(=N\NC(=O)c1nnn(-c2nonc2N)c1CN(C)c1ccccc1)c1ccc(O)cc1
  A = 0%; B = 0%; C = -17%; D = 16%; E = -20%; F = -7%; G = 2; H = 0%; I = -3%

CCOc1ccc(NC(=O)Cc2ccccc2)cc1
  A = -2%; B = 3%; C = -7%; D = 9%; E = -15%; F = -8%; G = 1; H = -9%; I = 9%

CCn1cc(CNc2nc3nonc3nc2N2CCCCC2)cn1
  A = -1%; B = 5%; C = 2%; D = 0%; E = -13%; F = -3%; G = 5; H = -5%; I = -20%

O=C(CCCc1c[nH]c2ccccc12)NCc1ccccc1C(F)(F)F
  A = -4%; B = 0%; C = -9%; D = -13%; E = 3%; F = .; G = -2; H = -7%; I = -1%

CC(NC(=O)c1ccco1)C(c1cccs1)N1CCN(c2ccccc2F)CC1 (stereo not given)
  A = -3%; B = 0%; C = -9%; D = -17%; E = -17%; F = -9%; G = -17; H = -17%; I = 16%

CCCNC(=O)CN1CCN(c2cc3ccccc3c(Cl)n2)CC1
  A = -6%; B = 3%; C = -8%; D = 67%[activator]; E = -5%; F = -9%; G = -13; H = -4%; I = 36%

CCCCCN(C(=O)CCC(=O)OCCOc1cccc(Cl)c1)c1c(N)n(CCCC)c(=O)[nH]c1=O
  A = .; B = 13%; C = -22%; D = 27%; E = .; F = 4%; G = -5; H = -4%; I = .

O=C1NC(=Nc2cccnc2)S/C1=C\c1cccc(F)c1
  A = -8%; B = 20%; C = 4%; D = -12%[58.9 µM]; E = -7%; F = -13%; G = -2; H = -3%; I = ?

CC1CCCC(NC(=S)NC(=O)c2ccco2)C1C (stereo not given)
  A = .; B = 11%; C = -18%; D = 18%; E = .; F = -6%; G = -29; H = -16%; I = .

CC(C)(C)C1CCc2c(sc3c2C(=O)NC(c2ccco2)N3)C1 (stereo not given)
  A = -5%; B = 4%; C = -5%; D = 15%; E = -21%; F = .; G = 20; H = -19%; I = -20%

O=C(C(=O)N1CCOCC1)c1cn(CCOc2ccccc2)c2ccccc12
  A = 2%; B = 3%; C = -17%; D = 15%; E = -16%; F = -7%; G = 4; H = -21%; I = -1%

CCOC(=O)CSC1=C(C#N)C(c2sccc2C)C(C(C)=O)=C(C)N1 (stereo not given)
  A = -6%; B = -4%; C = -7%; D = -12%; E = -21%; F = -2%[11.5 µM]; G = -1; H = -7%; I = ?

COc1ccc(NC(=O)c2cnc(Nc3ccc(C)c(Cl)c3)c3ccccc23)c(OC)c1
  A = -23%; B = .; C = -17%; D = 18%; E = -11%; F = -2%; G = .; H = 6%; I = ?

COCCN1C(=O)C(=O)/C(=C(/O)c2ccc(S(=O)(=O)N3CCCCC3)cc2)C1c1ccc(O)c(OC)c1 (stereo not given)
  A = 2%; B = 4%; C = -7%; D = -1%; E = 6%; F = 10%; G = 13; H = -8%; I = -7%

CC(Sc1ccccc1)C(=O)N1CCN(S(=O)(=O)c2cccc(Br)c2)CC1 (stereo not given)
  A = 0%; B = 70%; C = -27%; D = 97%[activator]; E = -4%; F = -11%; G = -14; H = 0%; I = 1%

CC(=O)NCC(=O)N(C)C(C(=O)Nc1ccc2c(c1)OCCO2)c1ccc(C)cc1 (stereo not given)
  A = -1%; B = 8%; C = -16%; D = 89%[activator]; E = -2%; F = -3%; G = -10; H = 2%; I = 3%

O=C(O)c1ccccc1C(=O)Nc1ccc(Br)c2cccnc12
  A = -1%&-1%; B = 3%; C = -4%; D = 46%&112%[activator]; E = -15%&-9%; F = 0%; G = 6&-3; H = 14%&-7%; I = 1%&-1%

Cc1cnc(NC(=O)c2sc(Nc3ccccc3)nc2N)o1
  A = -7%; B = -5%; C = -7%; D = -8%; E = 11%; F = -3%; G = -3; H = -7%; I = 7%

Cc1cc(Br)cc(C)c1OCC(=O)Nc1ccc(S(=O)(=O)Nc2ncccn2)cc1
  A = -1%; B = .; C = -18%; D = 22%; E = -5%; F = -2%; G = -6; H = -23%; I = -30%

COc1ccc(C)cc1COC(=O)c1[nH]c(C)c(C(C)=O)c1C
  A = 0%; B = 41%; C = -24%; D = -8%; E = -22%; F = 0%; G = -15; H = 6%; I = -7%

# Source: PubChem (National Center for Advancing Translational Sciences (NCATS))
